Compound activity deposited in PubChem BioAssay by several laboratories.
PREPL inh – inhibits the human prolyl oligopeptidase-like enzyme. inhibition, % at 5.96 µM. recombinant PREPL, fluorescence polarization activity-based probe. AID 2751. 0.68% of 320,000 active. Q4J6C6; in the data active = inhibition above about 43%;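 also: 0% = enzyme with DMSO and 100% = wells lacking enzyme; many of its hits are not listed in these tables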
GASC-1 inh – human JMJD2C demethylase inhibition | 0.069% of 330,000 active | GST-JMJD2C(1-420) H3K9me3 demethylation, DELFIA europium | inhibition, % at 2.35 µM | AID 2099 | Q9H3R0;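 active = more than half of a compound's replicate wells show inhibition beyond 50%, single wells judged on their own value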;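 also: signal counts dimethyl H3K9 product captured on neutravidin plate; 0% = median of DMSO wells and 100% = 0.3 times that DMSO median; strong numbers were not always called active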
Target sequence (Q9H3R0 1-420 limits assumed): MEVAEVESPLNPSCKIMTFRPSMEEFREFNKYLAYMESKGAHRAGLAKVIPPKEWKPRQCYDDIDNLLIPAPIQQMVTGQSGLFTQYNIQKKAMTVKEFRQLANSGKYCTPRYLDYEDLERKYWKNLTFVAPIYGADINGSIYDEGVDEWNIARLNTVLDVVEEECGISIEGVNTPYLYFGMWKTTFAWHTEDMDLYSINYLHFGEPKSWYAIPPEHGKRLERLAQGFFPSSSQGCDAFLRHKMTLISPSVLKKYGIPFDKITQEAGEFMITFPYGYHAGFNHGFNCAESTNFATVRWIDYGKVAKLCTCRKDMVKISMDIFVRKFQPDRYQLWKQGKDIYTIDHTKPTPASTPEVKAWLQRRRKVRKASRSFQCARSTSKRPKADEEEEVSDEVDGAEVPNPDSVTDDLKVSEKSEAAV
HCV core dimer – HCV core protein dimerization inhibition. inhibition, % at 5 µM. AID 1899. TR-FRET GST/Flag-core106 dimerization, 1536-well. 0.33% of 300,000 active;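 active = inhibition above the mean of all tested compounds plus 3 SD, set per screening campaign, cut at about 45% in these data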
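Assay system – GST-tagged and Flag-tagged HCV core protein residues 1-106 · Quantity – core106 proteins, GST 13.5 nM and Flag 17 nM · Benchmarks – unlabelled core106 and no-GST-core106 wells · Read-out basis – percent inhibition of core106 dimerization signal · Detection – time-resolved FRET, ex 340 nm, em 617 and 671 nm · Schedule – 4 h at 22.5 °C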
Efflux pump inh – inhibitors of Candida antifungal efflux pumps expressed in yeast | S. cerevisiae Candida pump triplex, Nile Red efflux | inhibition, % at 10 µM | 0.44% of 330,000 active;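 active = plate passing quality check with inhibition over a set limit, or well fluorescence over plate mean plus 4 SD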;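 also: Nile Red retained in pooled yeast measured as flow cytometry median fluorescence; 0% = buffer negative control and 100% = Enniatin B positive control; higher means more Nile Red kept so more efflux inhibition; some compounds called inactive have numbers as strong as hits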
PP1 inh – counter-screen for PP5 inhibitors: inhibitors of human PP1-alpha; P62136; AID 2235; 0.9% of 320,000 active; inhibition, % at 6.7 µM; purified PP1alpha, OMFP fluorescence;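 active = inhibition above the mean inhibition of all tested compounds plus 3 SD, computed separately for each screening campaign, cut at about 15% in these data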
Target sequence (P62136 whole entry, looked up): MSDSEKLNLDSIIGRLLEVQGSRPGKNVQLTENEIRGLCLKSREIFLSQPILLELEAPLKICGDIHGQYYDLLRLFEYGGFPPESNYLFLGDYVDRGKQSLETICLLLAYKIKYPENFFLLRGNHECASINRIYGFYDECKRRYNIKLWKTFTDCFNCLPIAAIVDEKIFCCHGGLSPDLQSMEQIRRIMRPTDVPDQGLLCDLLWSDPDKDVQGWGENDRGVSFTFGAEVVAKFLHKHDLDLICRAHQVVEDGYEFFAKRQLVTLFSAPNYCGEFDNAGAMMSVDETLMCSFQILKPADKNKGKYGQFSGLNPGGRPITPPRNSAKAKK
CTSL1 counter – cathepsin L1 inhibition, PFM18AAP counter-screen; inhibition, % at 5.96 µM; 0.49% of 300,000 active; recombinant F. hepatica cathepsin L1, Z-Leu-Arg-MCA fluorescence;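 active = inhibition above the mean of all tested compounds plus 3 SD, set per screening campaign, cut at about 17% in these data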;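 also: 0% = plate median of test compound wells and 100% = 1 µM Z-Phe-Ala-diazomethylketone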
PP5 primary – blocks human protein phosphatase 5 activity; purified PP5c, OMFP substrate fluorescence; P53041; 0.18% of 320,000 active; inhibition, % at 6.7 µM; AID 1987;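 active = inhibition above the campaign's mean inhibition across all tested compounds plus 3 SD, cut at about 9.5% in these data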;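 also: 0% = DMSO only and 100% = 100 µM cantharidin control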
TPT1 inh – C. albicans TPT1 enzyme inhibition. recombinant caTPT1, FP RNA substrate dephosphorylation. inhibition, % at 5 µM. 0.81% of 300,000 active. AID 1962;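 active = inhibition above the mean of all tested compounds plus 3 SD, set per screening campaign, cut at about 24% in these data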;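 also: plate controls were DMSO alone for no effect and ferristatin control at 100 nM for full effect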
LYPLA2 counter – blocks human lysophospholipase 2, a PME1 counter-screen; AID 2177; recombinant LYPLA2, FP-Rh probe fluorescence polarization; 0.38% of 320,000 active; inhibition, % at 5.9 µM;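 active = inhibition above the screen-wide mean plus 3 SD, limit set per campaign, cut at about 26% in these data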;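 also: 0% = LYPLA2 with DMSO and 100% = wells lacking LYPLA2 enzyme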
Target sequence (O95372 whole entry, looked up): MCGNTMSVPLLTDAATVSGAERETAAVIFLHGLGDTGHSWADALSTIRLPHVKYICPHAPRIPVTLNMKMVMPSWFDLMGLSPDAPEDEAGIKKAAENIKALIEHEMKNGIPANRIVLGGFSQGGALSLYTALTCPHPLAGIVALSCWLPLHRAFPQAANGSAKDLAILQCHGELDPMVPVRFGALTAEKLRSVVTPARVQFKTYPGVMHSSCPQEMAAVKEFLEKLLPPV
* = called active by the depositor; · = no result given. Some of the compounds tested; rates above refer to the full screens.

Structure	PREPL inh	GASC-1 inh	HCV core dimer	Efflux pump inh	PP1 inh	CTSL1 counter	PP5 primary	TPT1 inh	LYPLA2 counter
O=[N+]([O-])c1c(Nc2ccccn2)cc(Cl)c2nonc12	28	7	3	11*	1	8	-2.5	128*	5
Cc1cccc(C2c3[nH]c4ccccc4c3CCN2Cc2cnn(-c3ccc(F)cc3)c2)n1 (configuration not stated)	0	-7	6	0.0	0	-1	3.9	3	-5
COc1ccc(C2=NN(C(=O)c3cccs3)C(O)(C(F)(F)F)C2)cc1 (configuration not stated)	0	-7	5	-0.1	-2	4	-1.1	-3	-1
CCOC(=O)c1cc2sccc2n1CC(=O)Nc1ccc2c(c1)OCCO2	-5	54	1	0.0	0	0	-0.5	0	-1
Cc1cccc2c1nc(-c1ccccc1)n1nnnc21	-2	-1	4	-0.1	3	4	1.6	-1	-2
CCOc1cc(NC(=S)NCC2CCCO2)c(OCC)cc1NC(=O)c1ccccc1 (configuration not stated)	4	6	2	-0.1	-4	0	0.9	4	5
C=CCc1cccc(/C=N/c2ncccc2O)c1O	6	7	2	-0.1	-2	-2	0.9	-2	0
CN(Cc1nc2ccccc2c(=O)[nH]1)C(=O)c1ccc(S(=O)(=O)N(C)C)cc1	4	2	-3	-0.1	-1	-3	0.4	-1	5
COc1ccccc1N1CCN(/N=C/c2cc(OC)c(OC(C)=O)c(OC)c2)CC1	-6	-8	5	0.0	-7	0	-0.5	2	-6
O=C(NNc1nc2c(F)cc(F)cc2s1)c1ccccc1	28	25	3	-0.1	-6	-2	-0.1	-1	-4
CN(CC(=O)Nc1ccc(F)cc1)C(=O)Cn1c(=O)oc2ccccc21	7	5	·	-0.2	-7	·	1.8	·	-3
O=C(Nc1ccc2nc(C3CC3)n(Cc3ccc(F)cc3)c(=O)c2c1)c1ccco1	-53	17	3	0.4	0	-2	-0.8	0	-12
O=C(CSc1nc2c(cnn2-c2ccc(F)cc2)c(=O)[nH]1)N1CCCc2ccccc21	-12	-40	34	-0.1	14	3	2.2	-3	-2
Cc1cc(C(=O)N2CCC(C(=O)O)CC2)c(C)o1	-11	-1	1	0.4	-6	5	1.1	-2	3
O=[N+]([O-])c1ccc(S(=O)(=O)Nc2ncccn2)cc1	0	32	-2	0.6	-11	3	-6.3	-1	-14

Going on with the list:
Structure	PREPL inh	GASC-1 inh	HCV core dimer	Efflux pump inh	PP1 inh	CTSL1 counter	PP5 primary	TPT1 inh	LYPLA2 counter
Cc1ccc2[nH]c(=O)c(CN(Cc3nnnn3C3CCCC3)C3CCCCC3)cc2c1	7	3	2	-0.1	-4	7	0.1	-1	-2
CC1CN(C(=O)CCC(=O)NCc2cccnc2)c2ccccc2O1 (configuration not stated)	20	-17	-16	-0.1	-2	7	0.6	-1	1
Cc1ccc2c(c1)CCCN2C(=O)c1ccncc1	2	3	-5	0.0	-3	4	-1.5	-5	-2
Cc1ccc(NC(=O)c2ccccc2N2C(=O)C3C4C=CC(C5CC45)C3C2=O)cc1C (configuration not stated)	0	-32	2	-0.5	-1	2	0.1	-1	22
COc1cc(NC(=O)c2cccs2)cc(OC)c1	13	1	1	-0.2	1	3	2.0	-8	13
O=C(Nc1ccc(Cl)c(Cl)c1)Nc1nc(-c2ccccc2)cs1	11	-6	8	-0.1	4	0	3.4	-1	-20
CC(=O)N1CCN(c2ccccc2NC(=O)Cc2ccc(Cl)cc2)CC1	-1	1	7	-0.1	0	-3	1.4	1	-3
Cc1ccc2[nH]cc(C(=O)CCl)c2c1	3	6	0	0.0	3	61*	0.7	7	-8
CCNC(=O)c1ccc2c(c1)C1C3CCC(C3)C1C(c1ccccc1)N2 (configuration not stated)	16	29	3	0.8	0	0	1.9	-1	-1
CC(C)(C)C(=O)CSc1ncccn1	-1	6	1	0.6*	-3	-5	-1.5	0	-3
c1ccc(CCNc2nc(-c3ccncc3)cs2)cc1	15	0	-1	-0.4	1	-2	4.2	-2	7
O=C(N/N=C/c1ccccc1Cl)c1ccncc1	-3	-16	4	0.4	-5	-1	0.8	-3	-1
CCc1ccc2c(c1)cc(CN(C(=S)Nc1ccccc1Cl)C1CC1)c1nnnn12	16	3	-41	0.1	-2	2	2.8	1	8
CCc1cc(C(=O)NCCN(C)C)cs1	2	-5	0	-0.1	-1	2	-0.4	-1	2
COc1ccc(CNC(=O)Cn2cc([N+](=O)[O-])nc2C)cc1	-3	112	1	0.0	-1	-3	0.3	-2	2

Next part
Structure	PREPL inh	GASC-1 inh	HCV core dimer	Efflux pump inh	PP1 inh	CTSL1 counter	PP5 primary	TPT1 inh	LYPLA2 counter
COC(=O)c1cnc(Oc2ccc(NC(=O)NC(=O)c3c(OC)cccc3OC)cc2)cc1C(F)(F)F	-1	4	9	0.0	-1	-3	4.2	-4	-5
COc1cc(C=O)ccc1OCC(=O)N1CCCC1	-6	5	-5	0.0	0	-4	0.4	-2	0
O=C(O)/C(=C\c1ccc(Cl)cc1)c1ccc(F)cc1	-8	-10	-2	0.2	0	-1	-1.2	2	1
COC(=O)c1ccccc1NC(=O)CNC(=O)c1ccc(OC)c(OC)c1	-3	-15	-1	0.1	1	1	-0.4	-3	2
CCc1ccc(NC2CC(=O)N(c3ccc(OC)cc3OC)C2=O)cc1 (configuration not stated)	7	3	1	0.1	1	2	1.5	0	17
CCN(CC)CCn1c(SCC(=O)Nc2cccc(OC)c2)nc2c(sc3ccccc32)c1=O	-75	-9	-1	0.4	0	0	-1.5	0	-5
Cc1ccc(-c2nnn(CC(=O)NCCc3ccc4c(c3)OCO4)n2)cc1	-3	6	3	0.2	2	0	3.4	0	-9
O=C(NC(=O)N1CCCc2ccccc21)c1ccccc1	-2	-4	1	0.0	-2	-2	0.6	0	-1
CCOC(=O)N1CCN(CCC(=O)Nc2ccc(C)cc2)CC1	-4	-1	-12	0.3	-3	-3	0.7	2	-5
OCCN(CCO)Cc1csc2ccccc12	6	11	10	0.1	-4	-13	2.7	2	4
CC(C)OC(=O)CN1C(=O)C(=O)c2ccccc21	-5	-6	-6	-0.1	-3	1	-2.5	-1	-1
Cc1nn(Cc2c(F)c(F)c(F)c(F)c2F)c(C)c1NC(=O)c1ccc(COc2ccc(F)cc2)o1	12	-6	4	0.0	-1	1	2.2	-2	-9
CNC(=O)/C=C1\NC(C)(C)Cc2c1ccc1ccccc21	6	4	-5	-0.2	1	-1	-1.7	1	6
COCCn1c(C)cc(C(=O)COC(=O)c2n[nH]c3ccccc23)c1C	5	-3	3	-0.2	0	5	-0.1	-6	1
Cc1cccc(N2CCN(C(=O)c3ccc4c(c3)NC(=O)C(CSCc3cccc(F)c3)N4)CC2)c1C (configuration not stated)	17	19	-4	0.4	23*	2	1.5	134*	-14

Additional compounds.
Structure	PREPL inh	GASC-1 inh	HCV core dimer	Efflux pump inh	PP1 inh	CTSL1 counter	PP5 primary	TPT1 inh	LYPLA2 counter
CC(C)(C)OC(=O)N1CCC2(CC1)Oc1ccc(Cl)cc1C(=O)C21CC(c2ccc(Cl)cc2)=NO1 (configuration not stated)	1	-2	24	0.2	0	-2	-0.4	0	-3
O=C(c1ccccc1F)N1CCN(Cc2nc3sc4c(c3c(=O)[nH]2)CCCC4)CC1	14	5	12	-0.1	0	0	1.8	2	-3
CC(C)C(NC(=O)C1CCCCC1)C(=O)NC1CCCC(C)C1C (configuration not stated)	-4	-1	0	-0.2	-2	6	-0.8	-1	2
COc1ccc(NC(=O)CN(C)C(=O)CSc2ccc3c(c2)OCCO3)cc1	1	-9	0	-4.8	-5	-1	-1.4	0	-1
OCC[C@@H]1C[C@H](O)[C@@H](O)[C@]2(Cc3ccccc3O2)O1	-6	-1	-7	0.3	-1	0	2.7	1	0
O=C(Cn1cncc1-c1ccc([N+](=O)[O-])cc1)Nc1cccc2ccccc12	26	11	5	-0.1	21*	0	-1.1	1	-33
N#CCCN1CCN(C(=S)c2ccc(-c3ccc(Cl)cc3)o2)CC1	-4	-1	-4	-0.1	0	1	1.1	6	8
COc1ccc(NC2=CC(c3ccc(OC)c(OC)c3)N(c3ccc(OC)cc3)C2=O)cc1 (configuration not stated)	6	0	2	0.3	-3	2	2.7	2	3
C=CCNC(=O)c1c(CS(=O)(=O)c2ccccc2)noc1C(=O)NCc1ccccc1	-10	-6	7	0.0	0	-1	0.4	-1	-4
O=S(=O)(NCc1ccccc1)[C@@H]1CC2C=CC1C2 (some centres not stated)	-2	·	·	0.1	2	·	-1.5	·	3
O=C(c1c(F)c(F)c(F)c(F)c1F)N1CCc2ccccc21	6	-26	1	0.1	-4	2	1.0	-1	1
O=[N+]([O-])c1ccc(N2CCN(S(=O)(=O)c3ccc4ccccc4c3)CC2)cc1NCC1CCCO1 (configuration not stated)	2	1	25	0.6	6	3	0.6	-1	1
Cc1cc(C)c2c3c(sc2n1)C(=O)N(c1ccccc1)CC(=O)N3	3	1	4	0.0	1	0	1.5	-2	2
N#C/C(=C/c1ccc(O)c(O)c1)c1nc2ccccc2[nH]1	60*	2	-41	2.0*	4	5	2.0	21	5
CCNC(=S)N1CCC(c2nc3cc(C)c(C)cc3[nH]2)CC1	-2	-9	-7	0.1	0	3	0.0	-3	1

Reformatted: three of the compounds above
mol: O=C(c1c(F)c(F)c(F)c(F)c1F)N1CCc2ccccc21
  PREPL inh: 6
  GASC-1 inh: -26
  HCV core dimer: 1
  Efflux pump inh: 0.1
  PP1 inh: -4
  CTSL1 counter: 2
  PP5 primary: 1.0
  TPT1 inh: -1
  LYPLA2 counter: 1

mol: O=[N+]([O-])c1ccc(N2CCN(S(=O)(=O)c3ccc4ccccc4c3)CC2)cc1NCC1CCCO1 (configuration not stated)
  PREPL inh: 2
  GASC-1 inh: 1
  HCV core dimer: 25
  Efflux pump inh: 0.6
  PP1 inh: 6
  CTSL1 counter: 3
  PP5 primary: 0.6
  TPT1 inh: -1
  LYPLA2 counter: 1

mol: Cc1cc(C)c2c3c(sc2n1)C(=O)N(c1ccccc1)CC(=O)N3
  PREPL inh: 3
  GASC-1 inh: 1
  HCV core dimer: 4
  Efflux pump inh: 0.0
  PP1 inh: 1
  CTSL1 counter: 0
  PP5 primary: 1.5
  TPT1 inh: -2
  LYPLA2 counter: 2
